Source: PubChem
Abeta yeast res – restores growth of yeast expressing A-beta42 peptide; Potency, µM (highest dose often 46.1 µM), without a hit: top-dose growth rescue, usual class: activators; yeast expressing A-beta42, growth rescue, OD600, 48 h; response scale: 0% DMSO, 100% iron-clioquinol control; 410,000 compounds, 0.063% hits; further: potency means the concentration at half of the fitted maximal effect; nearly all actives have a fitted effect of over 55% in size
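Yeast A-beta toxicity model in growth medium with pinned compounds, 48 h at 30 C; growth read as absorbance at 600 nm. Normalized to FeCl3/clioquinol equimolar mix (positive) and DMSO (negative).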
EPAC1 ag – EPAC1 (human) agonism; 360,000 compounds, 0.073% hits; Potency, µM (titrated, usually from 154 µM), inactives show at the top dose activation, hits mostly activators; EPAC1 agonist qHTS, biochemical assay; response scale: 100% = response to 6.5 mM cAMP; AID 720707; O95398; further: potency means the concentration at half of the fitted maximal effect; nearly all actives have a fitted effect of over 60% in size
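Nucleotide exchange by EPAC1 (100 nM) on Rap1B–BODIPY-GDP (250 nM) in the presence of 50 uM GDP is tracked fluorescently at 480/540 nm over 30 min. Signals are normalized to a 6.5 mM cAMP control.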
WRN inhibitor – WRN helicase (human) inhibition | Q14191 | WRN helicase unwinding, fluorescent forked duplex, kinetic | Potency, µM (doses to about 114 µM), without a hit: top-dose activity change, negative = inhibition, hits mostly inhibitors | 360,000 compounds, 0.46% hits | AID 651768; further: potency means the concentration at half of the fitted maximal effect; on the % scale 0 is the no-effect control and ±100 the full control effect; nearly all actives have a fitted effect of over 55% in size
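Screening of the MLSMR collection measured strand separation of a quenched forked DNA duplex (100 nM) by 20 nM WRN with 2 mM ATP, all final. Compounds were preincubated with enzyme 15 min at room temperature.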
FUS suppressor – rescues growth of FUS-expressing yeast; 390,000 compounds, 0.24% hits; S. cerevisiae FUS-expressing, growth rescue, OD600, 24 h; Potency, µM (doses to about 76.6 µM), without a hit: at the top dose growth rescue (activation), actives largely listed as activators;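 further: potency means the concentration at half of the fitted maximal effect; plate controls were DMSO vehicle for no effect and reference control for full effect; nearly all actives have a fitted effect of over 55% in size; some results filed as inactive show a strong effect at the top dose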
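Cultures pregrown in 2.5% raffinose medium are shifted to minimal medium containing 2% galactose to express toxic FUS. Compounds are tested at several concentrations. After 24hr at 30C, growth is quantified at 600 nm absorbance.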
IL-2 act – activates IL-2 in a cell-based reporter assay | IL-2 activation reporter assay, cell-based qHTS; stimulated with anti-CD3/CD4/CD28 beads; in transgenic mouse T cells | activation, % (series mostly up to about 46 µM) | 360,000 compounds, 0.065% hits; in the data active means activation above about 50%; inconclusive means mostly about 30% to 49%; further: 0% is about no effect
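Unstimulated transgenic mouse T cells, 750 per well, received compound and, after 60 minutes, anti-CD3/anti-CD4 bead plus anti-CD28 stimulation. EGFP and DsRed were quantified after 18 hours.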
EPAC1 antagonist – blocks human EPAC1 exchange factor; EPAC1 GEF assay, Rap1b-BODIPY-GDP exchange fluorescence; O95398; AID 720709; Potency, µM (top dose mostly 115 µM), for the others: at the highest dose activity change, negative = inhibition, usual class: inhibitors; 360,000 compounds, 0.14% hits;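 further: potency means the concentration at half of the fitted maximal effect; plate controls were vehicle for no effect and positive control for full effect; nearly all actives have a fitted effect of over 50% in size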
aSyn yeast inh – rescues yeast growth from alpha-synuclein toxicity; Yeast expressing alpha-synuclein, growth rescue, BacTiter-Glo, 24 h; Potency, µM (doses to about 46.1 µM), for the others: at the highest dose growth rescue (activation), hits mostly activators; 370,000 compounds, 0.14% hits; AID 652106; further: potency means the concentration at half of the fitted maximal effect; % of control where 0% means no effect; nearly all actives have a fitted effect of over 65% in size
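Readout is rescue of growth in alpha-synuclein-expressing yeast, so inhibitors of toxicity appear as activators. Growth after 24 hr at 30 deg C in galactose medium is quantified by luminescence.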
PI5P4K alpha inh – blocks human PI5P4K alpha kinase activity | max response, % | P48426 | PI5P4Kalpha enzyme, ADP-Glo luminescence, 60 min; stronger effect = lower value | 330,000 compounds, 1.2% hits; active means max response of -50% or lower; inconclusive means between -30% and -50%; inactive means -30% or higher; further: value at the top dose of about 77 µM; on the % scale 0 is the no-effect control and ±100 the full control effect
Target sequence (P48426 whole entry, looked up): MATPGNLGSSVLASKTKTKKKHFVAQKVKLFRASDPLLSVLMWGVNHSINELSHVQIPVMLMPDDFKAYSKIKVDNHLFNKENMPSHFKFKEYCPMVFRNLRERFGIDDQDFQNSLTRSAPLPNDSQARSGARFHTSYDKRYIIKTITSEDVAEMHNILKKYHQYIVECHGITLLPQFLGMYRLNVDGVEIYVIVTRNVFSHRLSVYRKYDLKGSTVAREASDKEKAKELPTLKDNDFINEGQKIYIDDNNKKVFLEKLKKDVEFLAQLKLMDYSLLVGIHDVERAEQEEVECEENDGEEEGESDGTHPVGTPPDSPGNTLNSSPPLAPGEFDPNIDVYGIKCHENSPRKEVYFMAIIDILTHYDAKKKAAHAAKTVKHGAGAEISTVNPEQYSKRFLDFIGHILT
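Enzyme plus substrate dispensed, test compounds pinned in, then ATP (5 microM final) added. After 60 min at RT, ADP-Glo reagent 1 for 45 min and reagent 2 for 30 min preceded luminescence imaging.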
PLK1 PBD block – inhibitors of human PLK1 polo-box domain binding | P53350 | Plk1 PBD binding of FITC phosphopeptide, fluorescence polarization | Potency, µM, for the others: max response, negative = inhibition, actives largely listed as inhibitors | 360,000 compounds, 2.8% hits; further: potency means the concentration at half of the fitted maximal effect; series mostly up to about 57 µM; on the % scale 0 is the no-effect control and ±100 the full control effect; nearly all actives have a fitted effect of over 65% in size
Target sequence (P53350 whole entry, looked up, the tested form may be a part): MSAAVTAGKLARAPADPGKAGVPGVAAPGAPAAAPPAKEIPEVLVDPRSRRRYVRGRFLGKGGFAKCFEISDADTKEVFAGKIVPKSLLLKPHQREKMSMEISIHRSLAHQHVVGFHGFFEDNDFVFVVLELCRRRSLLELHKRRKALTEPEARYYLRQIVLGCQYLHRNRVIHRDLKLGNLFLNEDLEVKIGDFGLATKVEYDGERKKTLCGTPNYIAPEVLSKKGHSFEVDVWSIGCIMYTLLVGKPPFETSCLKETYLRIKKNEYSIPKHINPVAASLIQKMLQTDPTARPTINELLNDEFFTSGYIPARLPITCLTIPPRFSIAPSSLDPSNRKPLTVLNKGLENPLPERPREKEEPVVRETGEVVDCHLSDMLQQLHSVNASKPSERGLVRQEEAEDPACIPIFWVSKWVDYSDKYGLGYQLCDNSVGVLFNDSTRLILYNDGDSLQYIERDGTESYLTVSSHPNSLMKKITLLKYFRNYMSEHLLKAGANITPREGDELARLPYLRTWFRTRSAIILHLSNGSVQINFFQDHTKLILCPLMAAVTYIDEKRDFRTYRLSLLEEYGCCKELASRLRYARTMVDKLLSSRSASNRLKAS
An asterisk follows results filed as active; ? = inconclusive; / = no result given; & = joins results of further samples; [ ] = remark or other dose. Unless noted, the call rests on the fitted dose curve; in most records, active means well fitted curve in the direction sought with a large enough effect; inconclusive means small, poorly fitted or top-dose-only effect, or another doubt; inactive means no such curve, though single readings can be large; an effect the other way counts as inactive or inconclusive. The order is random. About 4.1% of those tested had a hit in this group.

[1] CCN1CCN(c2ccc(S(=O)(=O)N3CCCCC3)cc2NC(=O)/C=C/c2cccc(OC)c2OC)CC1
[2] O=C(CSCc1ccc(Cl)cc1)N/N=C/c1ccco1
[3] Cc1noc(C)c1C(=O)Nc1sc(C)c(C)c1C#N
[4] COCC(C)n1c(C)cc(C(=O)CSc2nnc(Nc3ccccc3F)s2)c1C (stereo not given)
[5] CCN(CC)C(=O)COC(=O)c1cc(-c2ccc(OC)cc2)nc2ccccc12
[6] COc1ccc(C(=O)N(C)Cc2nc3ccccc3c(=O)[nH]2)cc1S(=O)(=O)N1CCCC1
[7] COc1cccc(C(=O)Nc2ccc(F)c(F)c2F)c1
[8] CO/N=C(\C)C(Cc1ccc(Cl)nc1)Cc1ccc(Cl)nc1

compound no.	1	2	3	4	5	6	7	8
Abeta yeast res	14%	16%	0%	15%	3%	3%	16%	-3%
EPAC1 ag	7%	-6%	7%	13%	26%	7%	5%	-4%
WRN inhibitor	-23%	-5%	-5%	-8%	-7%[57.1 µM]	1%	-1%	2%
FUS suppressor	27%	34%	?	28%	25%	16%	12%	-33%
IL-2 act	-0.7	-2.0	-2.4	1.5	-2.0	0.3	0.2	-0.8
EPAC1 antagonist	-7%	-1%	-8%	6%	-21%	?	-21%	2%
aSyn yeast inh	1%	14%	1%	19%	0%	-6%	0%	3%
PI5P4K alpha inh	0	-15	/	-7	/	0	-2	7
PLK1 PBD block	-9%	-7%	-14%	-5%	0%	-11%	-7%	-8%

[9] COC(=O)C1=C/C=C\CN(C(c2ccccc2)c2ccccc2)/C=C\1C(=O)OC
[10] CN1CCN(C(=O)/C=C/c2cn(-c3ccccc3)nc2-c2ccc3c(c2)OCCO3)CC1
[11] S=c1[nH]nc2n1CCCN2
[12] COc1ccc(C2Nc3ccccc3C(=O)N2Cc2ccco2)cc1CN1C(=O)c2ccccc2C1=O (stereo not given)
[13] Cc1cc(NC(=O)CSc2nc(N)c(NC(=O)c3ccccc3F)c(=O)[nH]2)no1
[14] CCCc1nc2ccc(C(=O)OC)cn2c1Cc1ccccc1
[15] Cc1ccc(S(=O)(=O)N2CCN(CC(=O)N/N=C\c3ccc(Cl)c([N+](=O)[O-])c3)CC2)cc1
[16] O=C(Nc1ccccc1)c1cc(C2COCCN2C(=O)c2ccccn2)on1 (stereo not given)

compound no.	9	10	11	12	13	14	15	16
Abeta yeast res	-12%	-8%	-10%	18%&11%	-16%	-17%	22%	-18%
EPAC1 ag	8%	-6%	-5%	22%&11%	-15%	1%	-6%	4%
WRN inhibitor	-4%	-3%	2%	-2%&-7%	6%	-7%	-13%	-9%
FUS suppressor	39%	17%	0%	31%&12%	-3%	-3%	/	-18%
IL-2 act	-4.2	-0.8	4.6	-1.1&2.0	0.8	-0.5	1.4	-0.3
EPAC1 antagonist	5%	9%	-1%	0%&-7%	-3%	10%	-6%	-6%
aSyn yeast inh	16%	2%	6%	7%&3%&0%	3%	7%	4%	5%
PI5P4K alpha inh	0	4	-2	-4	0	4	17	5
PLK1 PBD block	-3%	1%	30µM*	0%&-4%	0%	-1%	3%	-6%

[17] COc1ccccc1NC(=S)N1CCn2cccc2C1c1cccnc1 (stereo not given)
[18] COc1ccc(S(=O)(=O)N2CCOCC2)cc1NC(=O)CN1CCCc2ccccc21
[19] O=C(NC1CCCC1)C1CCN(C(=O)c2cccc(Cl)c2)CC1
[20] CN1CCN(C(=O)N2c3ccccc3CCc3ccccc32)CC1
[21] Cc1ccc(C(NC(=O)N2CCOCC2)=C(Cl)Cl)cc1F
[22] COC(=O)C(/C=N/OCc1ccc([N+](=O)[O-])cc1)NC(=O)c1cccc(Cl)c1 (stereo not given)
[23] CNS(=O)(=O)c1cc(OC)ccc1OC
[24] Cc1ccc(F)cc1C(=O)N1CCCCC1c1cc(C(=O)Nc2cccc(C#N)c2)no1 (stereo not given)

compound no.	17	18	19	20	21	22	23	24
Abeta yeast res	-14%	17%	9%	3%	7%	8%	7%	-12%
EPAC1 ag	4%	-5%	6%	1%	-5%	14%	4%	3%
WRN inhibitor	-5%	-3%	-21%	3%	-2%	-6%	2%	-2%
FUS suppressor	-1%	-18%	6%	-16%	-20%	12%	15%	42%
IL-2 act	2.4	0.0	0.2	8.5	-1.8	0.4	0.1	0.1
EPAC1 antagonist	9%	-2%	9%	9%	16%	-3%	11%	-7%
aSyn yeast inh	5%	-5%	2%	1%	2%	?	-2%	7%
PI5P4K alpha inh	-1	2	2	-2	/	1	/	-1
PLK1 PBD block	-6%	4%	-3%	-21%	-6%	-10%	-7%	-14%

Another view of some results above.
Each structure is followed by: Abeta yeast res | EPAC1 ag | WRN inhibitor | FUS suppressor | IL-2 act | EPAC1 antagonist | aSyn yeast inh | PI5P4K alpha inh | PLK1 PBD block
(20) CN1CCN(C(=O)N2c3ccccc3CCc3ccccc32)CC1
  3% | 1% | 3% | -16% | 8.5 | 9% | 1% | -2 | -21%
(21) Cc1ccc(C(NC(=O)N2CCOCC2)=C(Cl)Cl)cc1F
  7% | -5% | -2% | -20% | -1.8 | 16% | 2% | / | -6%
(22) COC(=O)C(/C=N/OCc1ccc([N+](=O)[O-])cc1)NC(=O)c1cccc(Cl)c1 (stereo not given)
  8% | 14% | -6% | 12% | 0.4 | -3% | ? | 1 | -10%
(23) CNS(=O)(=O)c1cc(OC)ccc1OC
  7% | 4% | 2% | 15% | 0.1 | 11% | -2% | / | -7%

Next compounds follow.
[25] CCOc1ccc(NC(=O)CN(C)C(=O)c2sc3ccccc3c2Cl)cc1OCC
[26] c1ccc(-c2cccc(-c3ccccn3)n2)nc1
[27] C[C@@H]1CCCCO[C@H](CN(C)Cc2ccc(C(F)(F)F)cc2)[C@@H](C)CN([C@H](C)CO)C(=O)c2cc(NS(=O)(=O)c3cn(C)cn3)ccc2O1
[28] C/C(Cn1nc([N+](=O)[O-])cc1C)=N\NC(=O)COc1ccccc1[N+](=O)[O-]
[29] Cc1ccc(C)c(OCCn2nnc3ccccc32)c1
[30] COc1cc(OC)cc(-c2nc3nc(C)c(CCC(=O)NCc4ccco4)c(C)n3n2)c1
[31] CNc1nc(SCC(=O)Nc2ccccc2)nc(N2CCOCC2)n1
[32] COc1cccc(OC)c1C(=O)Nc1ccc2c(c1)Cc1ccccc1-2

compound no.	25	26	27	28	29	30	31	32
Abeta yeast res	4%	-70%[inhibitor]	1%	-1%	9%	-11%	-17%	-10%
EPAC1 ag	1%	9%	-12%	10%	2%	0%	7%	9%
WRN inhibitor	-2%	-10%	7%	-9%	1%	13%	-16%	-27%
FUS suppressor	?	5%	5%	-1%	-14%	12%	/	25%
IL-2 act	-1.2	-1.0	-1.9	0.4	1.3	-2.6	-1.5	1.9
EPAC1 antagonist	-7%	0%	-13%	-26%	-12%	13%	9%	?
aSyn yeast inh	-1%	-40%[inhibitor]	1%	-10%	16%	-1%	-1%	-5%
PI5P4K alpha inh	7	/	-1	-3	6	/	-13	2
PLK1 PBD block	-1%	0%	-12%	-13%	-4%	-7%	-7%	-12%

[33] CC1C(=O)N2CCCc3cc(S(=O)(=O)N4CCCCC4)cc1c32 (stereo not given)
[34] Cc1nonc1NCn1nnc2ccccc21
[35] FC(F)(F)c1ccc2c3n(nc2c1)CCN=C3c1ccc(Cl)cc1
[36] CN(Cc1ccccc1)C(=O)Nc1ccc(Cl)cc1
[37] Cc1cc(=S)cc(C)n1CCCO
[38] CC(=O)NN1CCc2cc3ccc(C)cc3nc21
[39] Clc1nccc(NCc2ccccc2)n1
[40] CCOC(=O)c1ccc(NC(=O)c2sc3nc(N4CCOCC4)c4c(c3c2N)CCCC4)cc1

compound no.	33	34	35	36	37	38	39	40
Abeta yeast res	-13%	0%	?	20%	8%	-3%	10%	-6%
EPAC1 ag	3%	-3%	-24%	9%	1%	3%	9%	0%
WRN inhibitor	-5%	7%	-2%	7%	-7%	7%	-24%	-9%
FUS suppressor	22%	-16%	12%	-23%	4%	-42%	-18%	21%
IL-2 act	0.2	-3.1	4.2	-0.3	0.0	-2.7	5.6	-0.4
EPAC1 antagonist	-3%	10%	-8%	5%	-8%	-20%	-19%	-23%
aSyn yeast inh	0%	4%	-6%	11%	/	-6%	-2%	11%
PI5P4K alpha inh	0	2	-6	-3	8	2	-7	-5
PLK1 PBD block	-2%	-28%	-18%	-4%	-11%	-14%	-12%	-18%

[41] CC(C)(C)N1C(=O)c2ccc(C(=O)NCc3ccco3)cc2C1=O
[42] CC1(C)CN=C(N(C(=O)Nc2ccccc2)c2ccccc2F)S1
[43] COC(=O)C1(CCSC)NC(c2ccc(OC)cc2OC)C2C(=O)N(c3cccc(C(C)=O)c3)C(=O)C21 (stereo not given)
[44] CC1CCc2nc(NC(=O)c3ccc(S(=O)(=O)N4CCCc5ccccc54)cc3)sc2C1 (stereo not given)
[45] CC(=O)CCC(=O)N1CCCC(CNC(=O)c2ccc(-c3ccccc3)cc2)C1 (stereo not given)
[46] N#Cc1ccccc1NC(=O)CSc1nnc(-c2ccc(F)cc2)n1-c1ccccc1
[47] Cc1nn(-c2ccccc2)c(C)c1/C=N/NC(=O)c1cc(-c2ccc(Cl)s2)[nH]n1
[48] O=C(NNC(=O)c1cc2ccccc2cc1O)Nc1ccc(Br)cc1
[49] CCc1ccc(-c2csc3ncn(Cc4ccc(C(=O)O)cc4)c(=O)c23)cc1

compound no.	41	42	43	44	45	46	47	48	49
Abeta yeast res	-16%	11%	30%	-7%	10%	4%[9.22 µM]	9%	-18%	-3%
EPAC1 ag	-13%	-2%	12%	2%	3%	-9%	4%	12%	-13%
WRN inhibitor	-15%	4%	-1%	-9%	-9%	5%	0%	-19%	1%
FUS suppressor	?	-8%	33%	21%	9%	16%	?	4%	16%
IL-2 act	-0.9	0.0	0.2	-1.1	-0.5	-2.3	-0.4	-0.6	-0.8
EPAC1 antagonist	7%	3%	1%	6%	-24%	-11%	-19%	-19%	-1%
aSyn yeast inh	7%	-1%	5%	5%	3%	6%	4%	0%	-13%
PI5P4K alpha inh	-9	0	11	/	-2	2	/	6	-16
PLK1 PBD block	-8%	-1%	-1%	-9%	1%	2%	-2%	-20%	-13%
